Screening results: PubChem BioAssay, National Center for Advancing Translational Sciences (NCATS)
Eya2 inh = Eya2 (human) phosphatase inhibition; O00167; recombinant Eya2, OMFP fluorescence dephosphorylation (OMFP is methylfluorescein phosphate); Potency, µM (titrated, usually from 76.9 µM), inactives show top-dose activity, negative = inhibition, hits mostly inhibitors; hit rate 0.006% among 330,000; also: potency is read from the fitted curve at half-maximal effect; % is scaled to controls: 0 for no effect and ±100 for the full control effect
Target sequence (O00167 whole entry, looked up): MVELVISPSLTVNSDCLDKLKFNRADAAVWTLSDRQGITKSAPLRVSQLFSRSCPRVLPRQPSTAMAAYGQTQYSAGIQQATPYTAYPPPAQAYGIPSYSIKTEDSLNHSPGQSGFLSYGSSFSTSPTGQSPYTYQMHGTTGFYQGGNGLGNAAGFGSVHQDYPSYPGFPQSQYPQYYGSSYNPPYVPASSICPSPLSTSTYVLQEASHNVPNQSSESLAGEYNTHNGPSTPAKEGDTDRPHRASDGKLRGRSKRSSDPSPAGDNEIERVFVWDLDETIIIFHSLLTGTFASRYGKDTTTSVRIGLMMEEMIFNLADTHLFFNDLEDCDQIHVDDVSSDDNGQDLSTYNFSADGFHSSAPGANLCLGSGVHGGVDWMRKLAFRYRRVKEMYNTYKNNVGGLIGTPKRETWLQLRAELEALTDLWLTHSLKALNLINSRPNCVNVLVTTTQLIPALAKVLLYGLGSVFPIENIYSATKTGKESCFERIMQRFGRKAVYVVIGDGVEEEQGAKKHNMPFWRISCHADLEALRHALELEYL
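Eya2 protein (added as 0.2 uM solution) was preincubated with compound for 10 min at ambient temperature in 50 mM HEPES pH 7.5, 50 mM NaCl, 5 uM MgCl2, 0.05% BSA, 1 mM DTT. OMFP (added at 50 uM) then reacted 10 min; fluorescence read at 485/525 nm.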
Mito fusion act = mitochondrial division inhibition or fusion activation. S. cerevisiae fusion-defective mutant growth rescue, CellTiterGlo 48 h. Potency, µM (titrated, usually from 46.1 µM), for the others: top-dose growth rescue (activation), actives largely listed as activators. hit rate 0.23% among 320,000;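 also: potency is read from the fitted curve at half-maximal effect; % of control where 0% means no effect; nearly all actives have a fitted effect of over 45% in size; temperature-sensitive fusion mutants such as fzo1-1 at 37 °C on non-fermentable ethanol glycerol medium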
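Growth-rescue viability read-out: after 48 h at the non-permissive 37C in glycerol/ethanol YPEG, yeast mitochondrial fusion mutants are measured by CellTiterGlo luminescence; compounds (23 nl pinned per well) restoring growth score as division inhibitors or fusion activators.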
MBNL1-CUG inh = inhibitors of human MBNL1 binding to CUG repeat RNA; Q9NR56; TR-FRET MBNL1-His/biotin-(CUG)12 binding, 665/545 ratio; Potency, µM (titrated, usually from 57.5 µM), without a hit: at the top dose activity change, negative = inhibition, usual class: inhibitors; hit rate 0.036% among 280,000; active = well fitted inhibition curve with a large enough effect in the signal ratio, with a control signal flat, not every such curve was filed as active; inconclusive = small, poorly fitted or top-dose-only effect, or effect the other way, or a change in a side signal; inactive = no such curve, though single readings can be large or run the other way; the % refers to the signal ratio; also: potency is read from the fitted curve at half-maximal effect; % is scaled to controls: 0 for no effect and ±100 for the full control effect
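TR-FRET between His-tagged MBNL1 and biotin-(CUG)12 RNA, detected with Tb anti-His antibody (0.055 ng/ul) and streptavidin-XL665 (5 nM), 60 min at room temperature. Compounds titrated 92 nM to 58 uM; 665/545 nm ratio normalized to buffer and complex controls.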
Menin-MLL TR inh = displaces Texas Red mutant MLL peptide from human menin; hit rate 0.23% among 270,000; Menin + Texas Red MLL mutant peptide, fluorescence polarization; O00255; Potency, µM (titrated, usually from 61.6 µM), without a hit: top-dose FP activity change, negative = inhibition, usual class: inhibitors; AID 1768; active = well fitted inhibition curve with a large enough effect in the polarisation, with a control signal flat, not every such curve was filed as active; inconclusive = small, poorly fitted or top-dose-only effect, or effect the other way, or a change in a side signal; inactive = no such curve, though single readings can be large or run the other way; the % refers to the polarisation; also: potency is read from the fitted curve at half-maximal effect; % of control where 0% means no effect; many of its hits are not listed in these tables
TSHR antagonist = antagonists of human thyroid stimulating hormone receptor. hit rate 0.2% among 330,000. AID 504810. TSHR-expressing cells, TSH-stimulated cAMP HTRF, 2 h; hits give low values. activity change, negative = inhibition, % at 11.5 µM. P16473;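 active = activity change below a set negative limit, meaning inhibition stronger than a set level, cut at about -70% in these data; inconclusive = activity change between two set negative limits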; also: % is scaled to controls: 0 for no effect and ±100 for the full control effect
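Antagonism was scored as loss of TSH-driven cAMP in TSHR cells, stimulated with 4nM TSH (EC80) for 2 hours at 37 deg C and detected by homogeneous HTRF competition immunoassay.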
S-ASM inh = blocks human secretory acid sphingomyelinase; placental ASM, HMU-PC fluorogenic substrate, 60 min; AID 504937; Potency, µM (doses to about 57.5 µM), for inactives: at the highest dose activity change, negative = inhibition, actives largely listed as inhibitors; P17405; hit rate 0.006% among 340,000; also: potency is read from the fitted curve at half-maximal effect
Target sequence (P17405 47-631 limits assumed): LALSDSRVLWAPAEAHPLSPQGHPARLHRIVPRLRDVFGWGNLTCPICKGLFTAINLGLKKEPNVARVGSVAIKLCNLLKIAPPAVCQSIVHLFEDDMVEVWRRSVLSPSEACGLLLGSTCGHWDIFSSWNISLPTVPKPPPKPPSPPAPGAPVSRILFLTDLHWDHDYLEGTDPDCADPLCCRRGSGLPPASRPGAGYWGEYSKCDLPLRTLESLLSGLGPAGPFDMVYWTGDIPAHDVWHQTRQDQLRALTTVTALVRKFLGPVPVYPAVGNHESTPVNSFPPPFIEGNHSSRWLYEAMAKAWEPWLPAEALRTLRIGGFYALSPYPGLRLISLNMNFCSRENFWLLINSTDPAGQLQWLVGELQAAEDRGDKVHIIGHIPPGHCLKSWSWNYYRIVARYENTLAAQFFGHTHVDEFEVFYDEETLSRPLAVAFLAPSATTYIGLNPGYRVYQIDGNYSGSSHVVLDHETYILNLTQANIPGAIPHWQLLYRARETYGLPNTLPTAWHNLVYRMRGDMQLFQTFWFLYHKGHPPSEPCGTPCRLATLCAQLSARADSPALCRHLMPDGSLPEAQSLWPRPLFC
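Fluorogenic HMU-PC substrate (9 uM final) is turned over by placental ASM in 60 min at 37 C after a 10 min compound preincubation. Reaction ended by alkaline stop (pH 10), with fluorescence read at 386/447 nm.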
GALK inhibitor = blocks human galactokinase activity. AID 1868. Purified GALK, Kinase-Glo residual ATP luminescence. P51570. hit rate 0.007% among 270,000. Potency, µM (series often up to 57.5 µM), without a hit: at the top dose activity change, negative = inhibition, hits mostly inhibitors; also: potency is read from the fitted curve at half-maximal effect; % is scaled to controls: 0 for no effect and ±100 for the full control effect
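The enzyme phosphorylates galactose (100 uM) using ATP (35 uM); inhibition is detected as higher residual ATP, quantified by bioluminescence after 1 h reaction at room temperature, pH 8.0.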
USP2a block = inhibitors of human ubiquitin-specific protease USP2a; AID 463254; hit rate 0.01% among 330,000; O75604; Potency, µM (highest dose often 38.3 µM), for the others: at the highest dose activity change, negative = inhibition, actives largely listed as inhibitors; USP2 core, Ub-CHOP2 coupled fluorogenic reporter, 485/531;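 also: potency is read from the fitted curve at half-maximal effect; plate controls were DMSO wells for no effect and full inhibition by NEM control for full effect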
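Deubiquitinase activity read as fluorescence (485/531 nm) after Ub-CHOP2 cleavage activates the enterokinase reporter on its substrate; USP2 core 10nM, Ub-CHOP2 and substrate 25nM each, 30min compound preincubation then 60min RT; data normalized to NEM, curves fitted.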
BCR signal inh = blocks chronic active B-cell receptor signaling | ABC-DLBCL IkBa-CBG/CBR reporter, luminescence ratio, 4 h | Potency, µM (doses to about 46.1 µM), for inactives: top-dose ratio change, negative = lower green/red ratio, hits mostly inhibitors | hit rate 0.05% among 340,000 | AID 493014; active = well fitted inhibition curve with a large enough effect in the signal ratio, with a control signal flat, not every such curve was filed as active; inconclusive = small, poorly fitted or top-dose-only effect, or effect the other way, or a change in a side signal; the % refers to the signal ratio;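 also: potency is read from the fitted curve at half-maximal effect; plate controls were basal doxycycline-induced cells for no effect and cells given 10 µM MG132 for full effect; MG132 reads +100%, hits lower the ratio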
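TMD8 human ABC-DLBCL cells with doxycycline-inducible IκBα–green luciferase fusion and unfused red luciferase, in 0.5% FBS medium; compounds up to 46 uM, 4 h at 37C. Green/red luminescence ratio, filter-overlap corrected, fitted to concentration-response curves.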
PKM2 act = activators of human pyruvate kinase M2; P14618; purified PKM2, Kinase-Glo ATP luminescence, activation; response scale: 0% is enzyme alone, no compound; hit rate 0.34% among 260,000; Potency, µM (doses to about 57.5 µM), inactives show top-dose activation, most hits filed as activators; also: potency is read from the fitted curve at half-maximal effect; % is scaled to controls: 0 for no effect and ±100 for the full control effect; nearly all actives have a fitted effect of over 55% in size
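Purified hPK-M2 (>95%) run at intermediate activity with 0.1 mM ADP and 0.5 mM PEP in 50 mM imidazole pH 7.2, KCl, MgCl2; 1 h room temperature. ATP formed read by Kinase-Glo luminescence; normalized to uninhibited and no-enzyme controls.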
KCNH2 WT inh = KCNH2 (human, wildtype) channel inhibition; activity change, % at 1.84 µM; hit rate 0.37% among 340,000; Q12809; U2OS, BacMam KCNH2, thallium flux FluxOr; hits give low values; AID 720551;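 active = maximum activity change below -70%; inconclusive = maximum activity change between -70% and -50%; inactive = maximum activity change above -50%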; also: % is scaled to controls: 0 for no effect and ±100 for the full control effect
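U2OS cells transduced with wild-type KCNH2 virus are loaded with FluxOr dye for 45 min, and thallium flux is measured in kinetic reads before and after stimulation buffer. Rate constants are normalized to DMSO controls.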
Numbers without * were called inactive; ? = inconclusive; / = no result given; & = joins results of further samples; [ ] = another dose, or the depositor's remark. Unless noted, calls follow the shape of the dose curve; as a rule, active = well fitted curve in the direction sought with a large enough effect; inconclusive = small, poorly fitted or top-dose-only effect, or another doubt; inactive = no such curve, though single readings can be large; an effect the other way counts as inactive or inconclusive.

SMILES	Eya2 inh	Mito fusion act	MBNL1-CUG inh	Menin-MLL TR inh	TSHR antagonist	S-ASM inh	GALK inhibitor	USP2a block	BCR signal inh	PKM2 act	KCNH2 WT inh
COc1ccc(CN(C)Cc2nc(Cc3cccc(F)c3)no2)c2cccnc12	-7%	5%	17%	-20%	-36	-3%	4%	-4%	-13%	-2%	-17
O=C(CCn1c(=O)oc2ccccc21)Nc1cccc(Br)c1	6%	1%	1%	9%	-2	-3%	-1%	0%	-2%	4%	9
COC(=O)C1=C(C)NC(=O)CC1c1cc(Br)ccc1F (stereo unspecified)	-18%	14%	-5%	0%	-7	3%	0%	-1%	?	-6%	-4
Cc1ccc(Cl)cc1NC(=O)c1cc(S(=O)(=O)N2CCOCC2)cn1C	-3%	3%	0%	-18%	7	-1%	/	-1%	?	-2%	9
CC(C)N(C(=O)CSc1nc2ccccc2n1-c1ccccc1)C(C)C	-4%	-9%	-8%	-20%	-36	0%	0%	-2%	?	-4%	0
COC(=O)CN1C(=O)C(C)(C)Oc2ccc(C(=O)NC3CCCC3)cc21	9%	16%	-6%	-4%	4	-1%	6%	0%	-5%	-9%	-5
O=C(Nc1nnc(C2CC2)s1)c1ccc(Cl)c(S(=O)(=O)N2CCc3ccccc3C2)c1	2%	5%	1%	-12%	-90*	-4%	-3%	0%	15%	2%	4
N#CCCN(C(=O)COC(=O)CNC(=O)c1cccs1)c1ccc(F)cc1	38%	-4%	/	/	-1	2%	/	-1%	0%	/	-2
O=C(/C=C/c1ccco1)N(Cc1cccc(Br)c1)C1CCS(=O)(=O)C1 (stereo unspecified)	7%	0%	2%	/	6	-4%	/	-2%	-3%	11%	-4
CCOP(=O)(O)c1ccccc1OCCOc1ccccc1P(=O)(O)OCC	1%	-3%	-10%	-10%	7	3%	1%	-5%	?	-3%	12
Cc1ccc(S(=O)(=O)c2nc(NC3CCS(=O)(=O)C3)sc2Cl)cc1 (stereo unspecified)	8%	-3%	1%	7%	5	-1%	-2%	6%	17%	1%	-6
O=C(Nc1ccccc1C(=O)O)c1cc(S(=O)(=O)Nc2cccc(F)c2)ccc1Cl	17%	0%	-4%	?	-26	17%	-3%	4%	-1%	1%[11.5 µM]	9
CCCCN1C(=O)C(NC(C)=O)c2ccccc21 (stereo unspecified)	-13%	2%	-3%	?	-7	-1%	1%	1%	6%	12%	1
O=C(CN1C(=O)/C(=C2/SC(=S)N(CCS(=O)(=O)O)C2=O)c2ccccc21)Nc1cccc(C(F)(F)F)c1	-9%	/	/	/	6	?	/	-13%	7%	/	-3
COc1ccc(C(=O)NC(=S)NCc2cccnc2)cc1Cl	-23%	-6%	5%	-9%	1	-3%	6%	2%	-23%	/	-3
COc1ccc(C)cc1-n1nnnc1SCC(=O)Nc1cccnc1Cl	5%	0%	/	-8%	-15	4%	1%	3%	-3%	0%	-3
CSc1ccccc1NC(=O)COc1ccc2c(c1)OCO2	9%	/	/	/	/	-3%	/	5%	?	/	-5
CCCOc1ccccc1-c1nc2c([nH]1)c(=O)[nH]c(=O)n2C	12%	0%	8%	4%	-2	340%[activator]	0%	2%	5%	1%	0
O=C(O)CC(c1ccc(OC2CCCC2)cc1)N1C(=O)c2ccccc2C1=O (stereo unspecified)	-10%	10%	3%	28%	9	3%	2%	3%	-1%	/	0
CCC1(C)Cc2c(sc3nn[nH]c(=O)c23)CO1 (stereo unspecified)	-9%	2%	14%	0%	-8	-1%	1%	6%	8%	-9%	-28
COc1ncnc(OC)c1S(=O)(=O)NCc1ccccc1	-10%	-6%	0%	26%	1	0%	-1%	-6%	2%	/	-1
Cc1ccc(-n2c(O)c(/C=N/Nc3ccc(S(=O)(=O)N4CCOCC4)cc3[N+](=O)[O-])c3ccccc3c2=O)c(C)c1	-13%	-7%	/	?	-7	-3%	6%	0%	?	-23%	42
O=C(NCCc1c[nH]c2ccccc12)C1CCN(S(=O)(=O)c2ccccc2)CC1	-6%	-7%	-3%	-10%	-5	1%	/	0%	1%	/	1
Cc1ccc(OCC(=O)NC2CC(C)(C)NC(C)(C)C2)cc1C	1%	-1%	-24%	16%	5	3%	10%	2%	-10%	0%	11
CCCc1cc(=O)oc2cc(OC(C)C(=O)NCC3CCC(C(=O)O)CC3)ccc12 (stereo unspecified)	14%	1%	-6%	-9%	-1	7%	/	1%	-4%	3%	0
O=C(CN1CCN(c2ccccc2F)CC1)c1ccc2c(c1)OCO2	18%	-2%	6%	2%	0	-4%	-1%	0%	-1%	-2%	-1
Brc1ccc(CN2CCN(Cc3c[nH]c4ccccc34)CC2)cc1	-6%	-31%	1%	?	4	-3%	3%	1%	?	/	29
O=C(c1ccccn1)N1CCCC(N2CCN(Cc3ccc4c(c3)OCO4)CC2)C1 (stereo unspecified)	2%	0%	-4%	/	4	4%	1%	3%	6%	0%	-16
COc1cccc(OC)c1C(=O)Nc1c(C)n(C)n(-c2ccccc2)c1=O	-13%	-2%	-8%	11%	4	-1%	9%	2%	2%	1%	-2
COC(=O)[C@H](Cc1ccccc1)NC(=O)NC(C)CCc1ccccc1 (stereo partly specified)	-5%	-8%	-5%	5%	-4	-1%	-2%	3%	3%	/	-7
CCN1CCN(C(=S)c2ccc(SC)cc2)CC1	3%	1%	-7%	-1%	0	0%	0%	-8%	20%	1%	28
Cc1ccc(NC(=O)c2cccs2)cc1NC(=O)c1ccco1	-13%	?	-6%	?	12	-2%	-4%	4%	?	5%	4
CCCC1=C(C(=O)OCC)C(c2ccccc2OC)NC(=O)N1 (stereo unspecified)	-5%	3%	2%	-4%	-26	25%	5%	-1%	?	0%	-2
CCn1nc(C(=O)N2CCc3ccccc32)c2ccccc2c1=O	-14%	9%	/	/	-32	-2%	/	-6%	2%	/	-2
CC(C)CCn1c(SCCN2CCOCC2)nc2c1c(=O)[nH]c(=O)n2C	1%	2%	-7%	5%	6	2%	8%	-1%	-1%	3%	-5
Cc1ccc(OCCn2cnc3c2c(=O)n(C)c(=O)n3C)cc1	15%	-4%	-1%	2%	-2	-13%	1%	1%	-8%	0%	-3
CC1CCN(CCCNC(=O)C2CC(=O)N(C3CCCCCC3)C2)CC1 (stereo unspecified)	5%	0%	-8%	-1%	11	1%	2%	-1%	10%	-2%	21
COc1ccc(CC2S/C(=N/N=C/c3ccccc3O)NC2=O)cc1 (stereo unspecified)	4%	10%	-6%	/	-8	10%	/	-1%	?	-1%	8
CCCCc1c(C)c(C#N)c2nc3ccccc3n2c1Nc1c(C)n(C)n(-c2ccccc2)c1=O	-15%	-10%	15%	-18%	7	3%	-3%	0%	17%	-2%	13
COc1ccccc1/C=C/C=N/NC(=O)CN1CCN(S(=O)(=O)c2ccc(C)cc2)CC1	12%	-2%	11%	3%	-16	-4%	0%	-1%	-12%	8%	-6
Cc1ccn2c(NC3CCCC3)c(-c3ccccn3)nc2c1	-9%	-5%	27%	-23%	-7	0%	-2%	0%	0%	0%	-11
C=C1C(=O)C=C2CN(C(=O)c3ccccc3)[C@@](Cc3ccc(F)cc3)(C(=O)OC)[C@@H]12	7%	-1%	-14%	2%&0%	-18	-2%	/	1%	?	?	-2
COc1ccccc1CC(=O)Nc1cccc(S(=O)(=O)N2CCOCC2)c1	4%	4%	-3%	/	-5	4%	0%	0%	-3%	-2%	16
O=C(NC1CCCCC1)N1CCN(c2ccc([N+](=O)[O-])cc2)CC1	-7%	-5%	?	-12%	-3	-2%	3%	-2%	0%	2%	20
CC(C)c1ccc(NC(=O)CNC(=O)Cn2ccc3ccccc3c2=O)cc1	6%	-6%	0%	40%[activator]	2	2%	-2%	0%	-5%	-5%	-3
Cc1nn(-c2ccc(NC(=O)c3ccncc3)cc2)c(C)c1Cl	-8%	1%	-6%	7%	-35	-2%	-2%	0%	1%	0%	-2

The list is partial; rates above refer to the full screens.
